TbPYK inhibitor – blocks Trypanosoma brucei pyruvate kinase. Q57TT1. TbPYK enzyme, Kinase-Glo Plus ATP luminescence, 45 min. Potency, µM (doses to about 76.8 µM), for the others: top-dose activity, negative = inhibition, actives largely listed as inhibitors. 410,000 compounds, 0.12% hits. AID 624173; also: potency is read from the fitted curve at half-maximal effect; nearly all actives have a fitted effect of over 50% in size
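Assay buffer: 50 mM TEA pH 7.2, 100 mM KCl, 10 mM MgCl2, 0.05% BSA, 0.01% Tween-20. Pyruvate kinase from T. brucei plus substrate met compound, then ADP (130 uM final). Luminescence was read post 45 min RT.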
LmPK inh – blocks Leishmania mexicana pyruvate kinase activity; Potency, µM (titrated, usually from 57.5 µM), inactives show top-dose activity change, negative = inhibition, usual class: inhibitors; 290,000 compounds, 0.37% hits; purified LmPK, Kinase-Glo ATP luminescence, 1 h; also: potency is read from the fitted curve at half-maximal effect
Target sequence (Q27686 whole entry, looked up): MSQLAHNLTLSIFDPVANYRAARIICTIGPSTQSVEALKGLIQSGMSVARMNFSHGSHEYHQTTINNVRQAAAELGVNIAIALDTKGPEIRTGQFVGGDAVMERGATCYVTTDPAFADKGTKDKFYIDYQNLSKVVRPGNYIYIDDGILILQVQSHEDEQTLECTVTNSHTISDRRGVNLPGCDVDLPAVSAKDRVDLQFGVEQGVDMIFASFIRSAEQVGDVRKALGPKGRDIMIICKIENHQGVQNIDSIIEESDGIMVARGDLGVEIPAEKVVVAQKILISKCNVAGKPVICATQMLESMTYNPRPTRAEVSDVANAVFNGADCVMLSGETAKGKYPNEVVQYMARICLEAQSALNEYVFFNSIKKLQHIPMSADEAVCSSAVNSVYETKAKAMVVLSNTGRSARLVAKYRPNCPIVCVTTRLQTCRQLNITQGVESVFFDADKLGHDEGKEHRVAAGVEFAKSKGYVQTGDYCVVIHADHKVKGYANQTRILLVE
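0.1 nM LmPK, 0.5 mM PEP, 0.1 mM ADP; 50 mM imidazole pH 7.2, 7 mM MgCl2, 50 mM KCl; 1 h RT. Kinase-Glo luminescence readout, normalized to no-enzyme (full inhibition) and uninhibited wells.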
Sm TGR inh – S. mansoni TGR enzyme inhibition. Q962Y6. purified TGR, DTNB reduction, TNB absorbance 405 nm. Potency, µM (top dose mostly 114 µM), without a hit: at the top dose activity change, negative = inhibition, hits mostly inhibitors. 360,000 compounds, 3% hits; also: potency is read from the fitted curve at half-maximal effect; nearly all actives have a fitted effect of over 60% in size
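First, TGR (20 nM dispensed) and NADPH were mixed with compound. Second, a 15 min room-temperature incubation followed. Third, further NADPH and then DTNB were added to start the reaction. Finally, TNB absorbance was monitored kinetically.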
AMA1 RON2 block – disrupts binding of P. falciparum AMA1 to RON2; AlphaScreen AMA1-biotinylated RON2 peptide binding; Potency, µM (highest dose often 58.2 µM), inactives show top-dose activity change, negative = inhibition, hits mostly inhibitors; 360,000 compounds, 0.2% hits;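 also: potency is read from the fitted curve at half-maximal effect; 0% = vehicle wells and -100% = peptide control; nearly all actives have a fitted effect of over 45% in size; some results filed as inactive show a strong effect at the top dose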
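AMA1 (3D7) with his tag at 25 nM final met compounds first, then biotinylated RON2 peptide at 25 nM; detection used donor plus acceptor beads, 10 µg/mL apiece, read by AlphaScreen after 30 min at room temperature.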
AmpC detergent – inhibitors of E. coli AmpC beta-lactamase with detergent; P00811; AmpC hydrolysis of nitrocefin, absorbance 480 nm, 0.01% Triton; Potency, µM (titrated, usually from 114 µM), for the others: at the highest dose activity change, negative = inhibition, hits mostly inhibitors; 370,000 compounds, 0.041% hits; AID 485294;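 also: potency is read from the fitted curve at half-maximal effect; 0% = no-compound wells and -100% = no-enzyme wells; nearly all actives have a fitted effect of over 25% in size; some results filed as inactive show a strong effect at the top dose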
Target sequence (P00811 whole entry, looked up): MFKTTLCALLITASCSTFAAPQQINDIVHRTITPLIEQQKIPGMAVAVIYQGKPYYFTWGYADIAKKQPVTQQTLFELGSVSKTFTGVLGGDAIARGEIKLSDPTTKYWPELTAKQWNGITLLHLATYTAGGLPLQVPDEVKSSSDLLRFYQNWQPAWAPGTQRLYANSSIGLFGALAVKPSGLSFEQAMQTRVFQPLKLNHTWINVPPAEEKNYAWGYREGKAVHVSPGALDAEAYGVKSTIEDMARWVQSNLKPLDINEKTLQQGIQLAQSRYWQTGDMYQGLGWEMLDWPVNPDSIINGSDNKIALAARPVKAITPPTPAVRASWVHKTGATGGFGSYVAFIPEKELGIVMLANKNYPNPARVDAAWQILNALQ
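AmpC (5.3 nM in the dispensed reagent) in 20 mM phosphate pH 7.0 with 0.01% (detergent screen) or 0.0001% Triton X-100 was preincubated with compounds for 15 min at room temperature. Nitrocefin was then added from an 800 uM solution, and hydrolysis was followed at 480 nm.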
AmpC no deterg – inhibitors of E. coli AmpC beta-lactamase without detergent | P00811 | AmpC nitrocefin hydrolysis, absorbance 480 nm, 0.0001% Triton | Potency, µM (titrated, usually from 57.1 µM), without a hit: at the top dose activity change, negative = inhibition, most hits filed as inhibitors | 330,000 compounds, 0.52% hits | AID 485341;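 also: potency is read from the fitted curve at half-maximal effect; plate controls were no compound for no effect and no enzyme for full effect; nearly all actives have a fitted effect of over 20% in size; some results filed as inactive show a strong effect at the top dose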
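AmpC (5.3 nM in the dispensed reagent) in 20 mM phosphate pH 7.0 with 0.01% (detergent screen) or 0.0001% Triton X-100 was preincubated with compounds for 15 min at room temperature. Nitrocefin was then added from an 800 uM solution, and hydrolysis was followed at 480 nm.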
HCMV antiviral – human cytomegalovirus inhibition. HFF cells, HCMV-luciferase reporter, 72 h; hits give low values. activity change, negative = inhibition, % at 57.5 µM. 410,000 compounds, 4.5% hits; in the data active = activity change below about -60%; inconclusive = no clear call, values can overlap the other calls; inactive = above about -39%
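Steps: HFFs plated, 16 h 37C; compounds added; HCMV-luciferase added to MOI 1 PFU/cell; 72 h 37C; OneGlo reagent, 5 min room temperature; luminescence read, normalized to controls.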
An asterisk follows results filed as active; u = inconclusive; x = not tested or not shown; & = joins results of further samples; [ ] = remark or other dose. Unless noted, calls follow the shape of the dose curve; as a rule, active = well fitted curve in the direction sought with a large enough effect; inconclusive = small, poorly fitted or top-dose-only effect, or another doubt; inactive = no such curve, though single readings can be large; an effect the other way counts as inactive or inconclusive. Unless noted, % is scaled to controls: 0 for no effect and ±100 for the full control effect.

SMILES	TbPYK inhibitor	LmPK inh	Sm TGR inh	AMA1 RON2 block	AmpC detergent	AmpC no deterg	HCMV antiviral
CCOC(=O)c1ccc(NC(=O)CCc2nc(-c3ccccc3)no2)cc1	-1%	2%	-5%	6%	u	0%	-3
Cc1ccc(C(c2sc3nc(C)nn3c2O)N2CCN(c3ccc(F)cc3)CC2)cc1 (stereo not given)	1%	2%	4%	10%	-2%	-12%	-17
CNc1ccc([N+](=O)[O-])cc1C(=O)O	10%	-3%	6%	-10%	-1%	-26%	-26
O=c1[nH]c2ccc(S(=O)(=O)N3CCN(c4ccc(F)cc4)CC3)cc2o1	1%	14%	1%	13%	0%	-26%	22
Cc1ccc(Nc2ccc3cc(S(=O)(=O)N4CCCCC4)ccc3n2)cc1F	-2%	x	1%	x	4%	x	-90*
COCCNC(=O)C1CCC(CNS(=O)(=O)c2ccc(F)cc2)CC1 (stereo not given)	-3%	-1%	-8%	0%	-2%	0%	-12
O=C(Nc1ccc(F)cc1)[C@H](CSCc1ccccc1)N1Cc2ccccc2C1=O	-1%	x	0%	x	-10%	x	8
CC(C)(C)c1sc(N)nc1-c1ccccc1	-12%	x	x	-4%	x	x	-24
O=C1Cc2cc(NS(=O)(=O)c3ccc([N+](=O)[O-])cc3)cc3c2N1CCC3	1%	x	6%	0%	10%	7%	-9
O=C(O)CC(NCc1ccco1)C(=O)OCCc1ccccc1 (stereo not given)	5%	-3%	5%	-17%	-11%	-7%	-4
CC(=O)NC1C(OCc2ccccc2)OC2COC(c3ccccc3)OC2C1OCC(=O)O (stereo not given)	-15%	-5%	7%[57.1 µM]	76%[activator]	-4%	5%	-10
Nc1c(C(=O)c2ccccc2)oc2ccc(Br)cc12	5%	1%	6%	14%	-12%	-38%	97
O=C(NCc1ccccc1)C1CC(=O)N(c2ccc(OCC(=O)N3CCOCC3)cc2)C1 (stereo not given)	-2%	-9%	10%	-1%	2%	-9%	-12
CCC(=O)N/N=c1/sc2ccccc2n1C	-18%	2%	0%	-4%	2%	4%	-14
CC(=O)c1ccc(NC(=O)CSC(C)C)cc1	-1%	2%	10%[11.4 µM]	-26%	u	-9%	55
CC(C)(C)n1nnnc1C(c1cccs1)N1CCC2(CC1)C(=O)NCN2c1ccccc1 (stereo not given)	-2%	x	x	-14%	x	x	-20
COc1ccc(/C=N/NC(=O)C(C)N(c2ccc(OC)cc2)S(C)(=O)=O)cc1 (stereo not given)	7%	0%	5%	32%[activator]	-1%	4%	-6
CC(=O)OC(/C(O)=C(\C#N)c1nc2ccccc2[nH]1)c1ccccc1 (stereo not given)	-9%	3%	6%	26%	-12%	-21%	-96*
CCCCn1nnnc1SCC(=O)Nc1ccc(C)cc1	-2%	-8%	-14%	4%	u	-18%	19
COC(=O)c1ccc(CN2[C@H](C(=O)OC)C[C@@]3(O)[C@@H](O)[C@@H](O)[C@@H](O)C[C@@H]23)cc1	-7%	3%	u	8%	4%	-18%	0
CCN(CC)C(=O)c1nc[nH]c1C(=O)N1CCc2ccccc2C1	-3%	x	-4%	-2%	2%	-6%	7
CCC1S/C(=N/N=C/c2ccco2)N(Cc2ccccc2C)C1=O (stereo not given)	-1%	-2%	40µM*	-26%	-6%	-25%	-20
Cc1ccc2c(c1)C(Cc1ccccc1F)C(=O)N2 (stereo not given)	0%	x	-6%	x	1%	x	-4
CC(C)=CCCC(C)CN1CCC(n2nccc2NC(=O)c2ccc3c(c2)OCO3)CC1 (stereo not given)	9%	11%	7%	3%	-1%	69%[activator]	57
CC(=O)Nc1ccc(S(=O)(=O)/N=C2\SCCN2S(=O)(=O)c2ccc(NC(C)=O)cc2)cc1	4%	-1%	-9%	18%	4%	-36%	-13

Next part, starting with the last three of the part before.
SMILES	TbPYK inhibitor	LmPK inh	Sm TGR inh	AMA1 RON2 block	AmpC detergent	AmpC no deterg	HCMV antiviral
Cc1ccc2c(c1)C(Cc1ccccc1F)C(=O)N2 (stereo not given)	0%	x	-6%	x	1%	x	-4
CC(C)=CCCC(C)CN1CCC(n2nccc2NC(=O)c2ccc3c(c2)OCO3)CC1 (stereo not given)	9%	11%	7%	3%	-1%	69%[activator]	57
CC(=O)Nc1ccc(S(=O)(=O)/N=C2\SCCN2S(=O)(=O)c2ccc(NC(C)=O)cc2)cc1	4%	-1%	-9%	18%	4%	-36%	-13
O=C1CC(=O)Nc2ccccc2N1	0%	x	x	5%	x	x	-26
COc1ccc(-c2cc(C(C)=O)c(C)n2CCC(=O)Nc2cccc(C)c2C)cc1	8%[15.4 µM]	x	1%	x	4%	x	0
CCC1=C(OC(=O)N(CC)CC)N2C(=O)OC(=NCC3CC3)[C@]2(Cc2ccccc2)[C@H]2C1=CC[C@H]1C(=O)N(CC)C(=O)[C@H]12	0%	6%	6%	18%	1%	209%[activator]	12
COc1ccc(-c2cc(-c3ccc4c(c3)NC(=O)CO4)nc3c2COc2ccc(C)cc2-3)cc1	0%	x	-1%	x	4%	x	-11
COc1ccc(-n2c(=S)[nH]c3ncccc3c2=O)cc1	-7%	-6%	-4%	-2%	2%	-6%	-39
Cc1ccc(-c2nn(-c3ccccc3)cc2CNCc2ccccc2)cc1	0%	1%	x	u	-3%	9%	-38
COc1ccc(C(=O)N2CCC3(CC2)OCCO3)cc1	-1%	2%	-21%	8%	-1%	-9%	26
COc1ccc(NC(=O)NNC(=O)C(C)Oc2ccc(C(C)C)cc2)c(OC)c1 (stereo not given)	32%[activator]	-4%	-20%	93%[activator]	0%	-37%	-10
COC(=O)c1ccccc1NC(=O)Cn1cnc2ccc(S(=O)(=O)N3CCC(C)CC3)cc2c1=O	0%	4%	-8%	-10%	u	0%	9
CC1(c2ccccc2)NC(=O)N(CC(=O)Nc2ccc(S(=O)(=O)NC3=NCCCCC3)cc2)C1=O (stereo not given)	0%	x	x	-2%	x	x	52
CC(C)(C)C1CCc2c(sc(NC(=O)c3cc(-c4ccc(F)cc4)on3)c2C#N)C1 (stereo not given)	2%	x	0%	x	-7%	x	13
O=C1NCN(c2ccccc2)C12CCN(C(c1ccccc1OC(F)(F)F)c1nnnn1C1CCCC1)CC2 (stereo not given)	4%	x	x	-1%	x	x	4
CC1=C(C(=O)OCC2CCCCC2)C(c2ccc(Cl)cc2)CC(=O)N1 (stereo not given)	4%	x	-4%	x	-1%	x	u
COc1ccc(NC(=O)c2cc(C)nc3ccccc23)c(OC)c1	-1%	2%	3%	4%	5%	3%	55
Cc1nc2nc(SCC(=O)N(C)Cc3ccccc3)nn2c(C)c1Cc1ccccc1Cl	1%	x	5%	x	7%	x	-9
CCOc1ccc(S(=O)(=O)N2CCCC(C(=O)NCCN3CCOCC3)C2)cc1Cl (stereo not given)	-3%	-1%	-6%	0%	0%	104%[activator]	26
CC(=O)C(c1ccccc1)C(c1ccccc1)C(C)[N+](=O)[O-] (stereo not given)	2%	4%	0%	7%	2%	-7%	35
Cc1ccc2nc(NC(=O)C3CCCN(S(=O)(=O)c4cccc5nonc45)C3)sc2c1 (stereo not given)	x	4%	-22%	x	-5%	-45%	x
Cc1ccc(S(=O)(=O)N(CC(=O)N/N=C/c2cccc(C)c2)c2cccc3cccnc23)cc1	0%	3%	3%	-6%	-5%	x	u
CC(CS(=O)(=O)c1cccc2cccnc12)N1CCCCC1 (stereo not given)	-15%	-2%	-15%	4%	-3%	1%	50
Cc1cc(C)nc(SC(C)C(=O)O)n1 (stereo not given)	2%	-2%	-3%	26%	-7%	-6%	22
CC(C)(C)OC(=O)CNC(=O)c1nc[nH]c1C(=O)NCC(=O)OC(C)(C)C	6%	2%	-1%	84%[activator]	-1%	44%	-16
CCOc1cc(-c2nc3c(c(CC)nn3-c3ccccc3)c3cc(OC)c(OC)cc23)ccc1O	5%	x	2%	x	13%	x	15
COc1ccc(C)c2sc(N(CCCN(C)C)C(=O)c3ccc(S(=O)(=O)N4CCc5ccccc5C4)cc3)nc12	-8%	x	x	-18%	x	x	-98*
Cc1cc(C(=O)OCC(=O)Nc2sc3c(c2C#N)CCC(C)C3)c2ccccc2n1 (stereo not given)	-2%	5%	-11%	-8%	2%	14µM*	-7

A second format for part of the listing above:
O=C1Cc2cc(NS(=O)(=O)c3ccc([N+](=O)[O-])cc3)cc3c2N1CCC3
  TbPYK inhibitor = 1%; LmPK inh = x; Sm TGR inh = 6%; AMA1 RON2 block = 0%; AmpC detergent = 10%; AmpC no deterg = 7%; HCMV antiviral = -9
O=C(O)CC(NCc1ccco1)C(=O)OCCc1ccccc1 (stereo not given)
  TbPYK inhibitor = 5%; LmPK inh = -3%; Sm TGR inh = 5%; AMA1 RON2 block = -17%; AmpC detergent = -11%; AmpC no deterg = -7%; HCMV antiviral = -4

(further entries)
SMILES	TbPYK inhibitor	LmPK inh	Sm TGR inh	AMA1 RON2 block	AmpC detergent	AmpC no deterg	HCMV antiviral
COc1cccc(N2CCN(S(=O)(=O)c3ccc(-n4cnnn4)cc3)CC2)c1	0%&2%	6%	0%&17%	2%	-11%&17%	-4%	-38&9
COc1ccccc1N1CCN(C(=O)[C@H](C)NS(=O)(=O)c2ccc3c(c2)OCCCO3)CC1	0%	x	x	-6%	x	x	-10
CCCC(=O)OCC(=O)Nc1ccccc1C#N	5%	2%	6%	1%	0%	-11%	u
COCc1cc(=O)n2[nH]c(SCc3ccccc3)nc2n1	-1%	1%	0%	3%	u	-18%	78
COc1cccc(-c2nn(CCC#N)cc2C(=O)Nc2ccccc2Cl)c1	13%	-2%	-12%	-3%	u	60%	5
Cc1ccc(SCCC(=O)OCC(=O)Nc2ccc(C(N)=O)cc2)cc1	-3%	x	-2%	-1%	-3%	-53%	-3
Cc1ccc(C(=O)Nc2ccccc2C(=O)O)cc1S(=O)(=O)NC1CCCCC1	3%	3%	3%	-3%	6%	-29%	-4
O=C(c1cccs1)N(CCN1CCCCC1)CC1CCCN(C2CCCC2)C1 (stereo not given)	-2%	5%	5%	11%	-2%	3%	11
COc1ccc(CNc2nc(SCC(=O)NCc3ccco3)nc3ccccc23)cc1	4%	6%	-19%	-10%	4%	-14%	-11

Quoted from the listing:
`COc1cccc(-c2nn(CCC#N)cc2C(=O)Nc2ccccc2Cl)c1` | LmPK inh = -2%
`COc1cccc(N2CCN(S(=O)(=O)c3ccc(-n4cnnn4)cc3)CC2)c1` | TbPYK inhibitor = 0%&2%
`COc1ccccc1N1CCN(C(=O)[C@H](C)NS(=O)(=O)c2ccc3c(c2)OCCCO3)CC1` | TbPYK inhibitor = 0%
`CCCC(=O)OCC(=O)Nc1ccccc1C#N` | AMA1 RON2 block = 1%

Screens (PubChem)
